# uPA generation: inhibitors of cell surface uPA generation. AID 540303. cell surface uPA generation assay, qHTS. Potency, µM (titrated, usually from 38.3 µM), for inactives: top-dose activity change, negative = inhibition, actives largely listed as inhibitors. 330,000 tested, 0.31% active; active = well fitted inhibition curve with a large enough effect; inconclusive = small, poorly fitted or top-dose-only effect; inactive = no such curve, though single readings can be large or run the other way; tested in mouse RAW 264.7 cells; also: % is scaled to controls: 0 for no effect and ±100 for the full control effect; nearly all actives have a fitted effect of over 55% in size
# ELG1 genotox: induces genotoxicity in HEK293T cells with luciferase-tagged ELG1. Potency, µM (top dose mostly 46 µM), inactives show top-dose activity change, positive = activation, most hits filed as activators. 330,000 tested, 1.3% active. HEK293T ELG1-luciferase reporter, luminescence, 16 h; also: % of control where 0% means no effect; nearly all actives have a fitted effect of over 60% in size
#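 Genotoxicity was scored as increased ELG1-luciferase reporter signal, measured by ONE-Glo luminescence (30 min, room temperature). Compound or vehicle exposure of the HEK293T reporter cells lasted 16 hr at 37°C.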
# CXXC DNA block: blocks binding of human MLL CXXC domain to DNA; MLL-CXXC / FITC-HOXA9 DNA fluorescence polarization; Potency, µM (top dose mostly 115 µM), without a hit: top-dose activity change, negative = inhibition, most hits filed as inhibitors; Q03164; 290,000 tested, 0.037% active; active = well fitted inhibition curve with a large enough effect in the polarisation, with a control signal flat, not every such curve was filed as active; inconclusive = small, poorly fitted or top-dose-only effect, or effect the other way, or a change in a side signal; inactive = no such curve, though single readings can be large or run the other way; the % refers to the polarisation
#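 Purified MLL-CXXC (added from a 7 uM solution) was preincubated 5 min at ambient with pinned compounds in 50 mM Tris-HCl pH 7.5, 50 mM NaCl, 1 mM DTT, 0.05% BSA. Fluorescein-labeled HOX-A9 DNA (50 nM solution) followed, 30 min, then polarization read.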
# MBNL1 CUG block: inhibitors of human MBNL1 binding to CUG repeat RNA; Q9NR56; TR-FRET MBNL1-His/biotin-(CUG)12 binding, 665/545 ratio; Potency, µM (highest dose often 57.5 µM), for the others: top-dose activity change, negative = inhibition, most hits filed as inhibitors; 280,000 tested, 0.036% active; AID 2675; active = well fitted inhibition curve with a large enough effect in the signal ratio, with a control signal flat, not every such curve was filed as active; inconclusive = small, poorly fitted or top-dose-only effect, or effect the other way, or a change in a side signal; inactive = no such curve, though single readings can be large or run the other way; the % refers to the signal ratio; also: % is scaled to controls: 0 for no effect and ±100 for the full control effect
#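 Compound titration spanned 92 nM–58 uM against the MBNL1-His/biotin-(CUG)12 complex. After 60 min at room temperature with 5 nM streptavidin-XL665 and 0.055 ng/ul terbium anti-His, ratiometric 665/545 nm emission (Ex 340 nm) normalized to controls.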
# NPC1 prom act: NPC1 promoter activation | Huh7 NPC1 promoter luciferase reporter, 24 h | Potency, µM (doses to about 9.22 µM), for inactives: at the highest dose activation, hits mostly activators | 320,000 tested, 2.4% active | AID 485313;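 also: % of control where 0% means no effect; nearly all actives have a fitted effect of over 60% in size; reporter is driven by a mutant NPC1 promoter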
#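 Luminescence from an NPC1 promoter-driven luciferase reporter in stably transfected Huh7 cells was measured after 24 h compound treatment at 37 °C, followed by 10 min ambient incubation with luciferase detection reagent.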
# BRCA1 expr act: BRCA1 expression activation; MCF7-BRCA1-FFLuc reporter, luminescence, 48 h; response scale: scaled: vehicle 0%, 10 µM genistein 100%; Potency, µM (top dose mostly 46.1 µM), for the others: at the top dose activation, hits mostly activators; 380,000 tested, 1.1% active; also: nearly all actives have a fitted effect of over 80% in size; some results filed as inactive show a strong effect at the top dose
#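 Activators of BRCA1 expression were detected as increased firefly luciferase luminescence in engineered MCF7 cells after 48 h compound incubation. Signals were scaled to genistein 10 microM as full activation.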
# FLuc modulator: counter-screen for miR-21 project: firefly luciferase inhibitors or activators | P08659 | purified FLuc, Km substrates, luminescence inhibition | Potency, µM (doses to about 57.5 µM), inactives show top-dose activity change, negative = inhibition, actives largely listed as inhibitors | 360,000 tested, 6.9% active;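 also: plate controls were vehicle for no effect and reference inhibitor for full effect; nearly all actives have a fitted effect of over 55% in size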
#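 Purified P. pyralis luciferase (10nM final) with 10uM D-luciferin and 10uM ATP (Km levels) in 50mM Tris acetate pH 7.5, 10mM Mg acetate, 0.01% Tween-20, 0.05% BSA; qHTS 6-point titration, ~60 µM downward; luminescence read.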
# Rab9 prom act: activates the Rab9 promoter; AID 485297; 320,000 tested, 2.8% active; Huh7 Rab9 promoter-luciferase reporter, luminescence, 24 h; Potency, µM (highest dose often 9.22 µM), inactives show top-dose activation, negative = inhibition, hits mostly activators; also: % of control where 0% means no effect; nearly all actives have a fitted effect of over 60% in size
#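 Luminescence from Amplite-detected luciferase (10 minutes, ambient) reports Rab9 promoter activation. Before that, stable Rab9-luciferase Huh7 cells (1500/well, reduced-serum OP-MEM I plus 10% FBS) were exposed to compound for 24 hours at 37C.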
# Gal4-VP16 FLuc: counter-screen for ROR gamma inhibitors: Gal4-VP16 reporter; Drosophila S2 Gal4-VP16 UAS-luciferase, luminescence, 20 h; Potency, µM (highest dose often 53.6 µM), for the others: at the highest dose activity, negative = inhibition, most hits filed as inhibitors; 310,000 tested, 3.5% active; AID 2546;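 also: Gal4-VP16 expression switched on by copper sulfate through the metallothionein promoter; % is scaled to controls: 0 for no effect and ±100 for the full control effect; nearly all actives have a fitted effect of over 50% in size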
# RORg inh: inhibitors of mouse ROR gamma transcriptional activity | 310,000 tested, 5.4% active | Potency, µM (titrated, usually from 53.6 µM), without a hit: at the top dose activity change, negative = inhibition, actives largely listed as inhibitors | P51450 | AID 2551 | Drosophila S2 Gal4-RORgamma UAS-luciferase reporter, 20 h; also: % is scaled to controls: 0 for no effect and ±100 for the full control effect; nearly all actives have a fitted effect of over 60% in size
#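 ROR gamma transcriptional activity was tracked as Gal4-UAS luciferase output in stably transfected Drosophila Schneider cells, with compound added 1 hr before 700 uM copper sulfate induction and a 20 hr ambient-temperature incubation.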
# p53 reactivator: re-activators of mutant p53; Potency, µM (titrated, usually from 92.2 µM), for inactives: at the highest dose activity change, positive = activation, most hits filed as activators; AID 504706; H1299 p53-A138V BP100-luciferase reporter, luminescence, 24 h; 320,000 tested, 0.063% active; also: % of control where 0% means no effect; nearly all actives have a fitted effect of over 45% in size
#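 H1299 (p53-null), stable ts p53-A138V + BP100-Luc; 1000 cells/well, Opti-MEM/10% FBS; cpd 4 pt, 1:5; 24 h, 37 deg C, 5% CO2; detection reagent 10 min RT; luminescence.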
# * = called active by the depositor; ? = inconclusive; / = no result given; & = joins results of further samples; [ ] = remark or other dose. Unless noted, calls follow the shape of the dose curve; as a rule, active = well fitted curve in the direction sought with a large enough effect; inconclusive = small, poorly fitted or top-dose-only effect, or another doubt; inactive = no such curve, though single readings can be large; an effect the other way counts as inactive or inconclusive. Potency is read from the fitted curve at half-maximal effect. These rows are one share of the data; the hit share may differ from the screen's.
SMILES,uPA generation,ELG1 genotox,CXXC DNA block,MBNL1 CUG block,NPC1 prom act,BRCA1 expr act,FLuc modulator,Rab9 prom act,Gal4-VP16 FLuc,RORg inh,p53 reactivator
COc1ccccc1C1CC(c2c(-c3ccccc3)c3cc(Cl)ccc3[nH]c2=O)=NN1S(C)(=O)=O (configuration not stated),-11.5%,-5.9%,2.4%,-28.4%,-0.2%,-79.5%,2.9%,-2.7%,-28.5%,30.1%,-2.4%
Cc1ccc(NC2CC(=O)N(Cc3ccccc3)C2=O)cc1 (configuration not stated),/,1.2%,2.4%,0.4%,-1.5%,-16.1%,-0.6%,-4.2%,8.6%,28.3%,-0.9%
O=C(CSc1cnc2ccccc2n1)NC1CCCC1,2.3%,-21.2%,5.6%,19.9%,0.6%,0.8%,2.4%,-1.3%,10.1%,?,-2.2%
COc1cccc(C(=O)Nc2ccc(NC(=O)C3CCCCC3C(=O)O)cc2)c1 (configuration not stated),-1.0%,-0.8%,-3.7%,-5.5%,-3.9%,2.6%,?,1.2%,-3.9%,24.2%,-0.1%
O=C(c1cnn2ccccc12)N(Cc1ccco1)C1CCCC1,?,-7.4%,4.2%,3.0%,-1.4%,-8.7%,-0.5%,-10.0%,12.2%,-9.5%,-4.8%
O=S(=O)(c1ccc(Br)c2ccccc12)N1CCCC1,4.8%,0.2%,-3.0%,14.2%,-6.4%,-41.2%,-2.4%,-4.1%,2.8%,-11.5%,?
N#Cc1cccc(-c2cn(S(=O)(=O)c3ccc(Cl)cc3)nc2N)c1,16.3%,-5.6%,17.0%,-5.2%,0.5%,-69.8%,2.0%,-0.9%,-2.3%,-2.1%,-2.9%
CCOCCCN(C(=O)c1snc(C(N)=O)c1N)C(C(=O)NC1CCCC1)c1ccc(O)c(OC)c1 (configuration not stated),-6.5%,-0.2%,1.5%,-1.7%,-1.1%,-0.1%,0.9%,-1.4%,-6.9%,0.7%,1.1%
CCN1CCCC1CNC(=O)c1cn(C)c2ccc(S(=O)(=O)N3CCCCCC3)cc2c1=O (configuration not stated),-3.1%,2.0%,12.5%,-7.3%,1.3%,-1.9%,0.6%,-4.5%,-8.0%,7.2%,4.7%
Cc1ccc(-n2ncc3c(=O)n(CC#N)cnc32)cc1,/,10.2%,-2.9%,4.8%,0.5%,-42.7%,-10.9%,2.8%,0.0%,11.9%,-1.1%
COc1cccc(CNC(=O)C(NS(=O)(=O)c2ccc3c(c2)CCN3C(C)=O)C(C)C)c1 (configuration not stated),5.5%,1.4%,16.8%,4.6%,12.3%,56.1%,-14.5%&-0.2%,-1.8%,-19.7%,-6.2%,?
COc1ccc(C(=O)Oc2cc(C)[nH]c(=O)c2[N+](=O)[O-])c(OC)c1,6.8%,4.5%,23.1%,1.9%,-2.8%,3.2%,-6.7%,-11.0%,5.6%,27.1%,/
CCc1ccc(NS(=O)(=O)c2cccs2)cc1,-1.9%,-0.6%,24.7%,-0.9%,1.4%,-0.7%,1.6%,-1.9%,16.3%,33.5%,24.8%
Cc1cc(C(=O)Nc2ccccc2Cl)n(-c2ccccc2)n1,-2.9%,-0.2%,0.0%,1.6%,-1.7%,3.5%,1.6%,-12.8%,-15.5%,-10.9%,-1.2%
CCn1cc(C(=O)N(C)CC(OC)OC)c(=O)c2cc(S(=O)(=O)N3CCOCC3)ccc21,8.1%,3.0%,5.0%,-0.3%,-0.5%,3.3%,0.1%,-2.2%,2.3%,-3.5%,12.8%
CCC(C)C(=O)Nc1ccc(OC)cc1OC (configuration not stated),-3.1%,0.3%,7.0%,-4.1%,-6.6%,0.1%,5.5%,-0.9%,-4.7%,-12.3%,5.0%
CCOC(=O)C1=C(C)NC(C)=C(C(=O)OCC)C1C(=O)OCC(=O)N1CCCCC1C (configuration not stated),15.8%,0.7%,/,/,0.1%,-0.5%,-0.7%,-2.4%,/,/,-3.0%
Cc1cc(C)c(S(=O)(=O)NCc2cn3c(C)csc3n2)cc1C,3.5%,-5.0%,-15.3%,-4.9%,4.5%,-29.7%,-3.3%,1.0%,-2.6%,-2.4%,0.2%
Cc1ccc(/C=N\NC(=O)Cn2nnc3ccccc32)o1,-11.0%,1.2%,-4.4%,22.4%,0.0%,12.6%,3.3%,-5.7%,-0.6%,?,4.1%
CCOc1ccc(CCNC(=O)CCS(=O)(=O)c2ccc(Cl)cc2)cc1OCC,-8.6%,5.8%,0.5%,-5.9%,4.6%,-4.4%,-0.6%,2.4%,-5.5%,-2.2%,-4.7%
O=C(COc1coc(CN2CCN(c3ccccc3)CC2)cc1=O)Nc1ccc(F)cc1,0.8%,2.4%,/,/,5.5%,0.0%,1.1%,-1.4%,/,/,-5.6%
COC(=O)Nc1ccc(S(=O)(=O)N2CCCC(C(=O)Nc3cccnc3)C2)cc1 (configuration not stated),2.3%,-6.2%,-7.6%,9.8%,-3.0%,-3.8%[1.84 µM],-2.2%,-2.6%,4.8%,2.0%,-4.6%
O=C(O)c1ccc(/C=N\Nc2ccc(S(=O)(=O)N3CCOCC3)cc2[N+](=O)[O-])cc1,-22.4%,2.9%,3.0%,?,1.2%,5.1%,-3.3%,-2.9%,2.5%,4.7%,-2.0%
Cc1ccc(-c2nnc(CSc3nc(C(C)C)nc4sc(C)c(C)c34)o2)cc1,1.1%,4.7%,-8.4%,-21.9%,-1.8%,-6.7%,12.7%,2.6%,3.2%,-12.0%,1.7%
COc1ccc(S(=O)(=O)N(C)C)cc1NC(=O)CCNC(=O)c1ccco1,3.3%,2.5%,3.4%,-6.6%,-4.8%,-17.1%,-0.4%,3.5%,-3.2%,33.4%,-4.6%
CCC(=O)NC1(C(F)(F)F)C(=O)Nc2c1c(=O)n(C)c(=O)n2C (configuration not stated),3.4%,-0.1%,0.8%,1.7%,1.6%,-21.5%,3.6%,0.5%,6.5%,18.7%,0.7%
CC1=C(C(=O)OCc2ccccc2)C(c2cccc(F)c2)NC(=O)N1 (configuration not stated),3.4%,-1.8%,-5.7%,-7.3%,1.3%,-29.8%,2.8%,0.7%,2.3%,21.1%[1.91 µM],?
Cc1c(S(=O)(=O)N2CCCC(C)C2)c(=O)n(C)c(=O)n1C (configuration not stated),-1.1%,0.7%,/,/,-1.7%,-10.4%,-1.1%,-1.9%,/,/,2.8%
CN(C)c1ccc(/C=N/NC(=O)CCc2c[nH]c3ccccc23)cc1,-2.3%,0.4%,-3.0%,/,-8.7%,-25.7%,-15.5%,3.5%,5.1%,22.2%,-4.7%
Cc1ccc(-c2noc(CSc3nnnn3-c3ccccc3)n2)cc1,4.6%,-2.0%,-6.3%,-1.8%,-11.7%,0.1%,-3.8%,-1.1%,-12.5%,1.1%,4.7%
O=C(OCc1cccc([N+](=O)[O-])c1)c1ccncc1,-2.8%,-1.1%,8.9%,?,-1.0%,11.0%,3.5%,-4.4%,2.7%,-6.6%,11.0%
Cc1cccc(C(=O)n2cnnc2N)c1,2.7%,2.3%,162.3%[activator],-3.3%,-5.2%,5.9%,1.6%,0.4%,-4.8%,-32.0%,-1.7%
O=C(/C=C/c1cccc([N+](=O)[O-])c1)NCCSCc1ccc(Cl)cc1Cl,0.6%,-6.2%,20.2%,/,-4.3%,0.0%,4.5%,-0.9%,-24.6%,?,-0.1%
CC/C(=N\NC(=O)COc1ccc(Br)cc1)c1ccc(OC)c(OC)c1,-4.4%,7.7%,8.2%,/,7.8%,-6.0%,-8.8%,-1.0%,4.4%,-0.8%,-1.2%
CCN1C(=NCCCCO)N[C@@H](c2cccc(F)c2)C(C(=O)OC)=C1C,0.2%,-2.4%,8.2%&2.9%,-4.2%&-5.3%,-5.0%&0.7%,34.4%,4.5%&-1.0%,-5.2%&-1.0%,4.3%&-15.0%,-17.9%&-27.0%,8.7%
COC(=O)C1C2CCC(C2)C1C(=O)OCC(=O)c1ccccc1 (configuration not stated),3.3%,-2.4%,-7.8%,3.3%,-3.0%,1.1%,-4.5%,1.5%,0.0%,15.5%,1.5%
COc1ccccc1C(=O)NC(=O)COC(=O)c1ccc(Br)o1,17.1%,1.5%,/,/,-3.3%,3.0%,-0.3%,-4.7%,/,/,5.6%
CC(C)(C)c1ccc(OCC(=O)NNC(=O)Cc2cccs2)cc1,7.7%,-1.8%,13.4%,1.7%,-5.7%,-2.9%,?,5.6%,-3.8%,1.5%,9.6%

# Source: PubChem
